MsrA act – bovine methionine sulfoxide reductase A activation; actives 0.3% (n = 360,000); activation, % at 10.6 µM; purified bovine MsrA, absorbance read-out; in the data active means activation above about 7.5%;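 further: 0% = vehicle and 100% = reference activator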
Rin1 Abl inh – human Rin1-Abl interaction inhibition; P00519+Q13671; TR-FRET Rin1/Abl binding, biochemical; inhibition, % at 7.35 µM; actives 0.4% (n = 360,000); AID 588664; in the data active means inhibition above about 5%, passing the limit was not always enough
Rpn11 block – blocks the human proteasome subunit Rpn11; O00487; actives 0.59% (n = 360,000); human 26S proteasome, Ub4-pepOG fluorescence polarization; 20S core pre-blocked with epoxomicin; calls only at 20 µM; AID 588493;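 active means inhibition at 20 µM, scaled to each plate's controls, above about 33%, limit read from the data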
Target sequence (O00487 whole entry, looked up): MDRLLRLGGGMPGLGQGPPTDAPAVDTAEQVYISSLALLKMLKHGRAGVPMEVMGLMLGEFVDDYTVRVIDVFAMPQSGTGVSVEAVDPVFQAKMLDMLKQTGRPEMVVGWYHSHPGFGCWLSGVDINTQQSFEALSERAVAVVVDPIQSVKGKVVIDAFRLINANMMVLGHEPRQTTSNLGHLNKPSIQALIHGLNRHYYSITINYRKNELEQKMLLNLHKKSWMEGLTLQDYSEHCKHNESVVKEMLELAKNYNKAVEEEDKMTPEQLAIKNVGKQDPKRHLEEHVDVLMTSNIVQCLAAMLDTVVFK
MLLE-PAM2 inh – blocks PAM2 peptide binding to the PABP1 MLLE domain; GST-MLLE / FITC-PAM2 fluorescence polarization; P11940; actives 0.36% (n = 360,000); inhibition, % at 20 µM; in the data active means inhibition above about 35%, passing the limit was not always enough;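 further: plate controls were DMSO wells with GST-MLLE for no effect and wells lacking GST-MLLE protein for full effect; some results filed as inactive read as strong as hits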
MsrA inhibitor – inhibitors of bovine MsrA; purified bovine MsrA, absorbance read-out; inhibition, % at 15.5 µM; actives 0.75% (n = 360,000); AID 651718; in the data active means inhibition above about 4.5%;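 further: 0% = vehicle wells with enzyme and 100% = reference inhibitor wells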
CSN inh – blocks human CSN-mediated cullin deneddylation | actives 0.38% (n = 360,000) | Purified CSN, SCF-Nedd8-OG deneddylation, fluorescence polarization | inhibition, % at 12.5 µM;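 active means pattern-corrected inhibition above about 35%, with an unprinted fluorescence ratio check between 0.5 and 1.5, limit read from the data, passing the limit was not always enough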;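 further: 0% = enzyme with substrate and 100% = substrate without enzyme; some results filed as inactive read as strong as hits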
Target sequence (Q92905 whole entry, looked up, one chain of several): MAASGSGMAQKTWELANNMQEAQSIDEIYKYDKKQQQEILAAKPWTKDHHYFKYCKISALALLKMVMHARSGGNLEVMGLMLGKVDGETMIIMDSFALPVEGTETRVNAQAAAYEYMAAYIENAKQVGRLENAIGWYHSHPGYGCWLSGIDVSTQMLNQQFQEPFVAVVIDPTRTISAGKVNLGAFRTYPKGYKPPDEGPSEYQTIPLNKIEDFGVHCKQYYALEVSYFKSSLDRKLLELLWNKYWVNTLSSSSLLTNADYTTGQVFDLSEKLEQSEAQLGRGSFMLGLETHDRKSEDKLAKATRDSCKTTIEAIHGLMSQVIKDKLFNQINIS
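Test system: purified human Csn5 enzyme expressed in HEK293T cells. Amount: 0.24 nM enzyme. Reagent: SCFSkp2-Nedd8OG substrate at 10 nM final. Schedule: 90 min incubation of compound, enzyme and substrate at room temperature. Detection: fluorescence polarization. Read-out: % inhibition of substrate cleavage by Csn5.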
MT1-MMP act inh – MT1-MMP (human) activation inhibition; HT1080 RFP-PRO-GFP cells, GFP/RFP ratio fluorescence, overnight; percent of plate control window, DMSO zero; AID 651647; GFP/RFP ratio change, % at 20 µM; actives 0.061% (n = 360,000);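 active means GFP/RFP ratio change of at least 30% with cell ATP level not reduced by more than half and red fluorescence within 50% of control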; further: strong numbers were not always called active
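Assay system – RFP-PRO-GFP reporter HT1080 cells · Compound dosing – single dose of 20 µM compound, 1% DMSO final · Incubation – overnight compound exposure at 37 °C · Measure – GFP/RFP fluorescence ratio · Benchmarks – DMSO wells and RFP-L50D-GFP cells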
FAS-TE inh – FAS thioesterase (human) inhibition. inhibition, % at 15 µM. recombinant FAS-TE, OMFH fluorogenic substrate, fluorescence endpoint. actives 0.67% (n = 360,000). AID 602261;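 active means compounds whose normalised, plate-corrected inhibition of enzyme fluorescence in the single-dose primary screen is 50% or more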;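 further: 0% = DMSO with enzyme and 100% = substrate without enzyme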
eLon inh – E. coli protease La inhibition; purified E. coli Lon protease, fluorescence polarization; inhibition, % at 7.94 µM; actives 0.42% (n = 360,000); in the data active means inhibition above about 13%, passing the limit was not always enough;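 further: 0% = enzyme with probe and DMSO and 100% = no enzyme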
* hit, by the source's call; i = inactive; · = not tested or not shown; + = active, no number. These rows are one share of the data (hit frequency here may not be typical).

No. | mol | MsrA act | Rin1 Abl inh | Rpn11 block | MLLE-PAM2 inh | MsrA inhibitor | CSN inh | MT1-MMP act inh | FAS-TE inh | eLon inh
1 | CCc1cc(=O)oc2cc(OCC(=O)N3C[C@H]4C[C@@H](C3)c3cccc(=O)n3C4)c(Cl)cc12 | -3 | -4 | i | 10 | 1.7 | -1 | -2 | 48 | 0
2 | COC(=O)C(NC(=S)N1CC2C[C@@H](C1)Cn1c2cccc1=O)C(C)C (some centres undefined) | -11 | -1 | i | -8 | -0.1 | -1 | 1 | -6 | 0
3 | Cc1cccc(N2C(=O)NC(=O)/C(=C\c3cc(C)n(-c4sc5c(c4C#N)CCCC5)c3C)C2=O)c1C | -2 | 3 | i | -50 | -0.5 | 24 | 6 | -5 | -30
4 | COc1ccc(CC(=O)C2C(=O)N(C)c3ccccc32)cc1OC (centres undefined) | -10 | 2 | i | 8 | 4.9* | 0 | 1 | -3 | -12
5 | C=Cn1ccnc1P(=S)(c1c(C)nn(-c2ccccc2)c1C)c1nccn1C=C | -1 | -1 | i | 0 | -1.3 | 0 | -9 | -2 | 10
6 | C=C[C@@H]1C[C@@]1(C)[C@@H](NP(=O)(c1ccccc1)c1ccccc1)c1ccccc1 | -1 | 2 | i | 3 | -0.4 | 0 | -4 | 28 | -2
7 | [O-][n+]1onc2c1CCC1N(O)CCC21O (centres undefined) | -3 | -4 | i | 13 | 0.5 | -9 | 7 | -6 | 7
8 | O=C1NC(=O)C(CCc2ccncc2)(Cc2ccc(OCc3ccccc3)cc2)C(=O)N1 | -9 | -4 | i | -5 | -0.2 | -3 | 6 | -8 | 7
9 | COc1ccc(NC2=NC(C)(C)CS2)cc1 | -4 | 5 | i | 7 | 0.1 | -1 | 5 | -5 | -4
10 | CSc1ccc(C(=O)C(C)(C)N2CCOCC2)cc1 | -4 | -3 | i | 17 | 1.9 | 3 | 1 | 4 | 4
11 | N=Cc1c(O)n(-c2cccc(Cl)c2)c(=O)[nH]c1=O | -2 | -4 | i | 10 | -0.4 | 4 | -4 | -5 | -5
12 | Brc1ccccc1 | 1 | -2 | i | -16 | 1.0 | -4 | 8 | -6 | -6
13 | Cc1ccc(N2C(=O)CC(=O)NC2=O)c(C)c1 | -4 | -4 | i | -11 | -1.0 | -1 | -5 | -7 | -22
14 | CCOC(=O)C1(c2ccccc2)CCN(CC(=O)Nc2cccc3ccccc23)CC1 | 0 | -1 | i | -2 | -0.2 | 2 | -4 | 31 | -11
15 | CN1C2CCC1CC(OC(c1ccccc1)c1ccccc1N)C2 (centres undefined) | -2 | -1 | i | -11 | -0.5 | 3 | -8 | -3 | -7
16 | COC(=O)C1=Nc2ccccc2/C1=C\c1c(O)n(-c2ccc(Br)cc2)c(=O)[nH]c1=O | -6 | -1 | i | -10 | 2.4 | 5 | -7 | -4 | -71
17 | Oc1ccc(Cl)cc1Cc1ccccc1 | -5 | 2 | i | 4 | 0.3 | 2 | -1 | 11 | -7
18 | Cc1ccc(-c2nc(CS(=O)CC(=O)N3CCC4(CC3)OCCO4)c(C)o2)cc1 (centres undefined) | -1 | -5 | i | 13 | -0.5 | 1 | 1 | -4 | -4
19 | CC(=NCCCN1CCCCC1)c1c(O)n(Cc2ccccc2)c(=O)[nH]c1=O | -11 | 4 | i | -7 | -1.5 | -4 | 7 | -2 | -6
20 | O=C(Nc1ccc(Cl)cc1)N1CC2CC(C1)c1cccc(=O)n1C2 (centres undefined) | -2 | 0 | i | -4 | -0.9 | -3 | 4 | -1 | 0
21 | Cc1onc(-c2c(Cl)cccc2Cl)c1/C(N)=N/OC(=O)N(C)C | -11 | 3 | i | -3 | -0.7 | -1 | 1 | -2 | 6
22 | Cc1ccc2c(c1)cc1c(=O)n(CC(=O)N3CCC4(CC3)OCCO4)nc(C)n12 | -1 | -4 | i | -9 | 0.6 | 6 | 4 | 1 | 3
23 | CCc1n[nH]c(CCN)n1 | -1 | -4 | i | 8 | 0.6 | 0 | 1 | -9 | -2
24 | Cc1ccc(CN2CCSc3ccc(C(=O)N4CCC5(CC4)OCCO5)cc32)cc1 | -6 | 4 | i | 23 | 0.2 | 5 | -10 | 9 | -7
25 | O=C(CCC(=O)N1CCC2(CC1)OCCO2)Nc1nnc(C(F)(F)F)s1 | 0 | 3 | i | -2 | -1.7 | -6 | 5 | 0 | -10

The last two records of the part above are carried over, then new ones follow.
No. | mol | MsrA act | Rin1 Abl inh | Rpn11 block | MLLE-PAM2 inh | MsrA inhibitor | CSN inh | MT1-MMP act inh | FAS-TE inh | eLon inh
24 | Cc1ccc(CN2CCSc3ccc(C(=O)N4CCC5(CC4)OCCO5)cc32)cc1 | -6 | 4 | i | 23 | 0.2 | 5 | -10 | 9 | -7
25 | O=C(CCC(=O)N1CCC2(CC1)OCCO2)Nc1nnc(C(F)(F)F)s1 | 0 | 3 | i | -2 | -1.7 | -6 | 5 | 0 | -10
26 | O=[N+]([O-])c1ccc(C2[C@H]3C(c4ccccc4)=NC4(CCCC4)N23)cc1 (some centres undefined) | -6 | -2 | i | -19 | 0.6 | -1 | 0 | 22 | -2
27 | C=Cn1ccnc1P(O)(=S)c1nc(C)c(CCOC(C)=O)s1 (centres undefined) | -4 | -2 | i | -7 | -0.2 | 7 | -1 | -5 | -1
28 | C[C@H]1CCCC(=O)CCCCCc2cc(O)cc(O)c2C(=O)O1 | -2 | 4 | i | -12 | -1.3 | 0 | -1 | 16 | 6
29 | O=c1[nH]c(CN2CC=C(c3ccccc3)CC2)nc2cc(C(F)(F)F)ccc12 | 1 | 0 | + | -46 | 1.2 | 14 | -9 | 0 | -22
30 | CCOC(=O)c1c(C=O)c2ccccc2n1Cc1ccccc1 | -2 | 1 | i | -2 | 4.9* | 4 | -4 | 19 | -4
31 | O=c1[nH]c(=O)n(Cc2ccc(F)cc2)c(O)c1C=NCC1CCCO1 (centres undefined) | -12 | 3 | i | 0 | 0.3 | -1 | 0 | -10 | 2
32 | CC(=O)N(C1=NCCCS1)c1ccccc1Cl | -6 | 2 | i | -10 | -0.7 | -3 | 3 | -4 | -4
33 | O=C1C2(c3ccccc3)CN3CN(C2)CC1(c1ccccc1)C3 | -1 | -2 | i | 9 | -0.1 | -3 | 2 | -2 | -13
34 | CCC12C=CCN3CCC4(c5cc(Br)c(OC)cc5N(C)C4C(O)(C(=O)OC)C1OC(C)=O)C32 (centres undefined) | -2 | 3 | i | -6 | -0.9 | 3 | -8 | -1 | 8
35 | CCOc1c(P(=S)(N(C)C)N(C)C)c(C)nn1-c1ccccc1 | 4 | 0 | i | 5 | -0.1 | 1 | 2 | -2 | 7
36 | CCc1nn(CC(=O)N2CCC3(CC2)OCCO3)c(=O)c2cc3ccccc3n12 | -2 | -4 | i | -4 | 0.2 | 4 | 1 | -3 | -1
37 | CCCCCn1c(=O)c(C(=O)Nc2ccccc2N)c(O)c2ccccc21 | -4 | 5 | i | 6 | -0.9 | 5 | -1 | 7 | 2
38 | COC(=O)C1=C(c2c(C)noc2C)C[C@@H]2CC[C@H]1N2C(=O)NC1CCCCC1 | -4 | 1 | i | -2 | -1.0 | 6 | 5 | -3 | 1
39 | CC12CCC(=O)C=C1C=CC1C2CCC2(C)C(O)CCC12 (centres undefined) | -6 | -2 | i | 8 | 0.8 | -3 | 2 | -3 | 1
40 | O=c1[nH]c(=O)n(Cc2ccco2)c(O)c1/C=N/N1CCCCCC1 | -7 | 4 | i | -19 | 0.8 | 6 | 1 | 0 | 5
41 | Cc1nonc1OCCNCCNc1ccc([N+](=O)[O-])c2cccnc12 | 0 | -10 | i | 5 | -0.9 | 6 | 2 | 13 | 1
42 | Oc1ccc(C[C@H]2NCCc3cc(O)c(O)cc32)cc1O | -3 | 62* | i | -4 | 0.2 | -3 | 7 | -4 | 5
43 | CSC1=NP(=S)(SC)N2CCCC2=C1C#N (centres undefined) | -1 | 0 | i | 1 | 1.0 | -3 | 3 | -7 | 0
44 | CCN1/C(=C/C=C/C2=[N+](CC)c3ccccc3C2(C)C)C(C)(C)c2ccccc21 | -3 | -32 | · | i | -1.4 | -72 | 15 | -138 | +
45 | O=C1CCN(C(=O)CNC(=O)Cc2ccccc2)CC1 | 1 | -3 | i | 19 | -0.2 | 2 | 2 | -4 | 1
46 | CC(=O)N1N=C2C3CCN(CC3)C2C1c1ccccc1 (centres undefined) | -5 | 3 | i | -2 | 0.5 | 1 | -1 | -10 | -6
47 | O=c1[nH]c2ccccc2n1C1CCN(Cc2ccc(-c3nc4ccccc4nc3-c3ccccc3)cc2)CC1 | -11 | · | · | · | 2.2 | -3 | 3 | 61* | 3
48 | [Cl][Pt+2][Cl].[NH-]C1CCCCC1[NH-] (centres undefined) | -6 | -6 | i | -114 | -1.3 | 4 | 3 | 2 | -10
49 | CN(C)c1ccc(-[n+]2c(-c3ccccc3)cc(-c3ccccc3)cc2-c2ccccc2)cc1 | -14 | -7 | i | 1 | 0.8 | -9 | -6 | -3 | -3
50 | O=C(O)c1ccc(N=Cc2c(O)[nH]c(=O)[nH]c2=O)cc1 | -3 | -4 | i | -7 | 4.6* | 3 | 0 | -7 | -10

(next part)
nr	mol	MsrA act	Rin1 Abl inh	Rpn11 block	MLLE-PAM2 inh	MsrA inhibitor	CSN inh	MT1-MMP act inh	FAS-TE inh	eLon inh
51	CCOc1cccc(OCC)c2c(C)[n+](CC3CCCO3)c(C)c1-2 (centres undefined)	-3	3	i	23	·	0	-7	-7	30
52	COc1ccccc1-n1c(-c2cccs2)nc2ccccc2c1=O	0	2	i	-5	0.3	6	-2	8	-5
53	Cn1c(O)c(C(=Nc2ccc(F)cc2)c2ccccc2Cl)c(=O)n(C)c1=O	0	-3	i	6	-0.3	-2	4	6	-6
54	Cc1nc2c(=O)n(C)c(=O)nc-2n(C)n1	18*	37*	i	8	0.3	63*	-26	8	-6
55	C[C@]12CC[C@H](O)C[C@H]1CC[C@@H]1[C@@H]2CC[C@]2(C)C(=O)CC[C@@H]12	4	3	i	5	1.2	4	4	-2	-2
56	COc1ccc(-c2nn(CCC#N)cc2C(=O)O)cc1	-3	-2	i	-7	0.4	-13	-6	-1	1
57	CC(=O)c1c(C)n(C2CCCCC2)c2ccc(O)cc12	-2	0	i	10	1.2	3	-18	-2	9
58	COC(=O)C1=C(c2cccc(C#N)c2)C[C@@H]2CC[C@H]1N2C(=O)NCCCOC(C)C	-12	4	i	-3	0.2	1	-2	-11	13

An excerpt from above in order of heavy-atom count, ascending:
nr	mol	MsrA act	Rin1 Abl inh	Rpn11 block	MLLE-PAM2 inh	MsrA inhibitor	CSN inh	MT1-MMP act inh	FAS-TE inh	eLon inh
57	CC(=O)c1c(C)n(C2CCCCC2)c2ccc(O)cc12	-2	0	i	10	1.2	3	-18	-2	9
55	C[C@]12CC[C@H](O)C[C@H]1CC[C@@H]1[C@@H]2CC[C@]2(C)C(=O)CC[C@@H]12	4	3	i	5	1.2	4	4	-2	-2
52	COc1ccccc1-n1c(-c2cccs2)nc2ccccc2c1=O	0	2	i	-5	0.3	6	-2	8	-5
58	COC(=O)C1=C(c2cccc(C#N)c2)C[C@@H]2CC[C@H]1N2C(=O)NCCCOC(C)C	-12	4	i	-3	0.2	1	-2	-11	13

Screening results as filed in PubChem.
